Compound activity: PubChem BioAssay, National Center for Advancing Translational Sciences (NCATS)
12-LOX inh = ALOX12 (human) lipoxygenase inhibition. P18054. purified 12hLO, xylenol orange hydroperoxide absorbance. AID 1671190. hit rate 1.1% among 580,000. Potency, µM (top dose mostly 108 µM), inactives show at the highest dose activity change, negative = inhibition, usual class: inhibitors; active = well fitted inhibition curve with a large enough effect; inconclusive = small, poorly fitted or top-dose-only effect, or another doubt; inactive = no such curve, though single readings can be large or run the other way
Target sequence (P18054 whole entry, looked up): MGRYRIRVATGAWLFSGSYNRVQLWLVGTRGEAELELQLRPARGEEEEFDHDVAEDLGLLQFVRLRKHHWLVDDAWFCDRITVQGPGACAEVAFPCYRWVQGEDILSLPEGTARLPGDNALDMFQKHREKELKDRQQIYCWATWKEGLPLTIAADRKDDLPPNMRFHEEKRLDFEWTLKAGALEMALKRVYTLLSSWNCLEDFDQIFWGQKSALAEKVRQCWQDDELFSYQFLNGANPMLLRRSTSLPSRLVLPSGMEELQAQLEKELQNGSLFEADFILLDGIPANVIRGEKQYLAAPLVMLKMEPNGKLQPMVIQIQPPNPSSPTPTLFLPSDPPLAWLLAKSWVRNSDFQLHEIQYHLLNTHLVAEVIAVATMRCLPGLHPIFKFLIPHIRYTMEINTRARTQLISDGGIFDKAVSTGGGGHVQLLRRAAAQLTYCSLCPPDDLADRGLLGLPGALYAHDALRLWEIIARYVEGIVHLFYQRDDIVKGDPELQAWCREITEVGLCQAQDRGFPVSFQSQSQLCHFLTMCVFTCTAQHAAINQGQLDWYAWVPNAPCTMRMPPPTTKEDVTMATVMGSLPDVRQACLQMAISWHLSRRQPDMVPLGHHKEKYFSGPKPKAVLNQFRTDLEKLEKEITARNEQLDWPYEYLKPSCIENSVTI
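Purified human 12hLO (150 nM final) in 25 mM Hepes, 0.01% Triton X-100, pH 7.0 was preincubated 15 min at room temperature with compound. Then 40 uM arachidonic acid was added, 30 min. Hydroperoxide was read by Fe-XO absorbance ratio 573/405 nm.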
* marks the source's active call; other numbers are inactive results; ? = inconclusive; [ ] = dose if it differs, or a comment. % is scaled to controls: 0 for no effect and ±100 for the full control effect; potency is read from the fitted curve at half-maximal effect.

SMILES	12-LOX inh
COCC(=O)NC[C@@H]1C=C(C)[C@H](CC(=O)N2CCCC2)C[C@H]1C(C)C	-3%[176 µM]
O=C(c1ccccc1)N1CCn2c(nn(-c3ccc(F)cc3F)c2=O)C1	4%
C[C@@H]1NS(=O)(=O)c2ccc(F)cc2O[C@@H]1c1ccccc1	0%
CCCCN1CCN(C(=O)[C@@]23CCCC[C@H]2N(CCC(C)C)C(=O)CC3)CC1	8%
O=C(CC1CCCN(c2cnn(CC3CC3)c(=O)c2)C1)NCc1ccc(F)cc1 (stereo unspecified)	6%
COc1cccc(CN2CCCC(c3nc(-c4cnccn4)no3)CCNC(=O)CC2)c1OC (stereo unspecified)	63%[activator]
CC(=O)N1CCC(N2CCOC[C@H]2c2ncc(-c3cccnc3)[nH]2)CC1	47%[activator][176 µM]
COc1cccc(CC(=O)N2CC[C@@H](NC(=O)c3ccncc3)[C@H](O)C2)c1	48%[activator]
CN1CCC([C@@H]2CN(C(=O)c3nn(C)c4ccccc34)C[C@H]2C(N)=O)CC1	?
Cn1cnc(S(=O)(=O)N2CCCCC2c2nc(-c3cnccn3)n[nH]2)c1 (stereo unspecified)	3%
COC(=O)[C@]12C[C@H](CC(=O)NCc3cccc(C(F)(F)F)c3)C(=O)N(Cc3ccccc3)C1=C[C@H](C(C)C)O[C@@H]2C1CC1	-6%
CCN1c2cc(C(=O)Nc3cccc(F)c3)ccc2C(=O)N2CCCCC21 (stereo unspecified)	0%
COc1cc(C(=O)Nc2nc3c(s2)C[C@]2(C)CC[C@@H]4[C@H](OC(=O)[C@H]4C)[C@H]2[C@@H]3C)cc(OC)c1OC	-34%
COC(=O)[C@]12C[C@H](CC(=O)NCc3cccs3)C(=O)N(CCC3=CCCCC3)C1=C[C@H](C(C)C)O[C@@H]2C1CC1	3%
CN(C)C(C(=O)N1CCC(O)(c2ccccc2)CC1)c1cccc(F)c1 (stereo unspecified)	-14%
O=S(=O)(Cc1ccccc1)NC[C@H]1Cn2c(-c3ccc(F)cc3)cnc2CO1	78%[activator][176 µM]
CC(C)(C)C(=O)Nc1nc2c(s1)C[C@@H]1[C@](C)(CO)[C@H](O)CC[C@@]1(C)[C@@H]2CC(=O)NCCN1CCOCC1	9%
CN1C(=O)C(CC(=O)NCC2CC2)=C2CCCCC21 (stereo unspecified)	18%
OC(c1ccccc1)(c1ccccc1)C1CCN(CCCOc2cccc(C(F)(F)F)c2)CC1	?
COc1ccc(-c2noc([C@@H]3CCCN3C(=O)COc3ccc(Cl)cc3)n2)cc1	?
Cc1ccc(C(=O)N2CCCN(C(=O)C3CC3)c3ccccc32)cn1	-2%
Cc1nn(CC(=O)N2CCN(c3ccccc3F)CC2)c(=O)c2nc(C(C)C)sc12	13%
Cc1noc(C)c1CN1CC2(CCN(C(=O)c3cccc(F)c3)CC2)CC1=O	-4%
CCN1c2cc(C(=O)NCc3ccccc3C(F)(F)F)ccc2C(=O)N2CCCCCC21 (stereo unspecified)	16%
COc1cccc(-c2ccnc3nc(CC(C)C)nn23)c1	50%[activator]
O=C(c1cc2ccccc2[nH]1)N1CCC2(C1)NC(=O)N(Cc1ccccc1)C2=O (stereo unspecified)	?
C[S+](=O)([O-])c1ccc(-c2nc(C(=O)NC3CC3)n3ccccc23)cc1	-2%
O=C(NC[C@H]1Cn2c(-c3ccc4c(c3)OCO4)cnc2CO1)c1ccc2c(c1)OCO2	31%[activator][176 µM]
Cc1cccc(C(=O)N2C[C@@H](CO)[C@H](c3nc(C4CC4)no3)C2)n1	0%
O=C(CCN1CCCCO1)N1CCc2onc(-c3ccc(F)c(F)c3)c2C1	-11%

Next section, starting with the last six of the part before.
SMILES	12-LOX inh
COc1cccc(-c2ccnc3nc(CC(C)C)nn23)c1	50%[activator]
O=C(c1cc2ccccc2[nH]1)N1CCC2(C1)NC(=O)N(Cc1ccccc1)C2=O (stereo unspecified)	?
C[S+](=O)([O-])c1ccc(-c2nc(C(=O)NC3CC3)n3ccccc23)cc1	-2%
O=C(NC[C@H]1Cn2c(-c3ccc4c(c3)OCO4)cnc2CO1)c1ccc2c(c1)OCO2	31%[activator][176 µM]
Cc1cccc(C(=O)N2C[C@@H](CO)[C@H](c3nc(C4CC4)no3)C2)n1	0%
O=C(CCN1CCCCO1)N1CCc2onc(-c3ccc(F)c(F)c3)c2C1	-11%
CC(C)(C)N(Cc1cn(CC2CCCCC2)nn1)S(=O)(=O)c1ccccc1Br	?
O=C(Cn1cccc1-c1nc(-c2ccc(F)cc2)no1)NCc1ccc2c(c1)OCO2	?
Cc1cnc(C2CCOCC2)n1CC1CCN(C2CCCCCC2)CC1	48%[activator]
COc1cccc(CN2CCOC3CCN(Cc4ccccc4Cl)CC3C2=O)c1 (stereo unspecified)	13%[176 µM]
CN(C)[C@@H]1[C@@H](NC(=O)c2cc(=O)n(-c3ccccc3)[nH]2)[C@H]2CCO[C@H]21	16%
CCCN(CC1CCOC1)C(=O)c1ccc(F)cc1F (stereo unspecified)	37%[activator]
CCCCc1ccc(NC(=O)CN2C(=O)NC3(CCCCC3)C2=O)cc1	2%
COc1ccc(CN2CCC(C3CCN(S(C)(=O)=O)CC3)C2)cc1OC (stereo unspecified)	67%[activator]
CC(C)Oc1cccc2c1c(NC(=O)C1CCN(C)C1)nn2Cc1ccccc1 (stereo unspecified)	22%
COc1ccc(C2(C(=O)NCCn3c(C)cnc3-c3cccnc3)CC2)cc1	15%
Cn1c(COc2cccc(C(F)(F)F)c2Cl)nnc1C1CC(N)C1 (stereo unspecified)	-1%
COc1nccnc1NC1CCN(C(=O)Cc2cccs2)CC1	35%
CCN[C@@H]1C[C@H](N)[C@@H](OC2OC(CN)=CCC2N)[C@H](O)[C@H]1O[C@H]1OC[C@](C)(O)[C@H](NC)[C@H]1O (stereo partly specified)	-10%[0.22 µM]
C=CCN(CC#Cc1ccc(C)cc1)Cc1ccc(OC)cc1OC	28%
Cc1cnn(C(C)c2nc(-c3ccc(C)nn3)no2)c1 (stereo unspecified)	60%[activator]
COC(=O)[C@@H]1CN(C(=O)c2cccnc2)CCN1C(C)=O	-8%[176 µM]
CS(=O)(=O)CCc1nc(-c2ccco2)nn1-c1cccc(F)c1	1%
CN1CC(=O)N(c2ccccc2)Cc2c(NCCCc3ccccc3)ncnc21	-24%
Cc1cnc(CN(C)C(=O)CC(c2ccccc2)c2ccc(Cl)cc2)[nH]1 (stereo unspecified)	32%[activator]
O=C(Cc1ccccc1Cl)N1CCC(n2cc(-c3nc(-c4ccccc4)no3)nn2)CC1	5%
CCC1(C(=O)O)CCCCC(=O)N1 (stereo unspecified)	0%
CCn1cc(C(=O)Nc2ccc(Oc3cccnc3)cc2)c2ccccc21	-20%
Cc1ccc(-c2nocc2CCC(=O)O)cc1	23%
Cc1cc(CN(C)C(=O)c2cn(Cc3ccccc3Cl)nn2)on1	13%
O=C(NC1CCCC1)N1CCCCCC1CN1CCOCC1 (stereo unspecified)	43%[activator]
CCC(O)c1cc2n(n1)CCN(c1ncc(F)c(N3CCOCC3)n1)C2 (stereo unspecified)	19%
COc1ccc(C2(C(=O)N3CCC(c4n[nH]c(=O)n4-c4ccccc4)CC3)CC2)cc1	0%
COc1cc2c(cc1CNC(=O)[C@H]1CCC[C@@H](O)C1)OCCO2	?
O=C(NC[C@H]1O[C@@H](CO)[C@@H](O)[C@H]1N1CCN(c2ccccc2)CC1)c1ccccc1Cl	14%
COC(=O)C1=C(C)N(Cc2ccccc2C(F)(F)F)C(=NCc2ccc3c(c2)OCO3)NC1c1ccc(Cl)cc1 (stereo unspecified)	?
CNC(=O)N1C[C@@H](CN(C)C)[C@H](N)C1	27%
CCc1ccc(C(=O)N2CCC3(CC2)OCC(C(=O)NC2CC2)N3C(=O)c2cccc(C)c2)cc1 (stereo unspecified)	41%
O=C(Cc1cccnc1)NCC(=O)N1CCCCCNC(=O)CC1c1ccccc1 (stereo unspecified)	47%[activator]
O=C1CCN(C(=O)c2ccccc2)CCCC(C(=O)N2CCN(Cc3ccccc3F)CC2)CCN1 (stereo unspecified)	26%
CCc1nc2c(c(-c3ccc(Cl)cc3)n1)CN(C(=O)Nc1ccc(Cl)cc1)CC2	-19%
Cc1ccc(CN[C@@H]2CO[C@H](CNC(=O)NC(C)C)[C@H]2O)cc1	?
COc1cccc(CN2CCC3(CC2)Cc2ccccc2NC3=O)c1	68%[activator]
Cc1cc(Nc2cccc(C(F)(F)F)c2)cc(=O)n1-c1cccc(C(F)(F)F)c1	-25%
CCOc1cc(=O)n2c(c1C(=O)Nc1ccc(F)c(Cl)c1)CCCC2	?
Cc1ccc(CN2CCc3c(cc(C(=O)N4CCCN(C)CC4)n3C)C2)cc1	36%[activator]
CC(C)N1CCN(C(=O)CC2Sc3ncccc3N(C)C2=O)CC1 (stereo unspecified)	42%[activator]
COCCN1CCC2(C1)CN(C)c1ccc(C(=O)Nc3ccccc3)cc12 (stereo unspecified)	22%[176 µM]
O=C1NCc2ccccc2CC12CCN(Cc1ccnc3ccccc13)CC2	28µM*
O=C(CC1CCCN(c2cn[nH]c(=O)c2)C1)N1CCCCC1 (stereo unspecified)	?
C[S+](=O)([O-])N1Cc2ccccc2CC2(CCCN(Cc3ccccc3)C2)C1 (stereo unspecified)	4%[6.33 µM]
COCCOC1CCN(C(=O)c2ccccc2)CC1	1%
O=C(O)c1ccccc1CN1CCC2(Cc3ccccc3CNC2=O)C1 (stereo unspecified)	1%[6.33 µM]
Cc1noc(C)c1C(=O)N1CC(c2noc(C3CCCN3CC3CC3)n2)C1 (stereo unspecified)	-4%
Cc1noc([C@@H]2CC(F)(F)CN2C(=O)c2ccc3nc[nH]c3c2)n1	8%
COc1ccc(CNS(=O)(=O)c2ccccc2Br)c(OC)c1	0%

The list goes on.
SMILES	12-LOX inh
O=C(c1c[nH]c2ncccc12)N1CCN(Cc2ccccc2)CC1	22%[176 µM]
O=C(N1CC(Oc2ccc(-c3nc(-c4ccccc4)no3)cc2)C1)C1(c2ccccc2)CC1	25%
COCC1CN(C(=O)COc2ccccc2)CC12CCNCC2 (stereo unspecified)	39%[activator]
COc1ccc(C2=NOC3(CCN(Cc4cncs4)C3)C2)cc1 (stereo unspecified)	19%[176 µM]
COCC(=O)N(C1CCOCC1)C1CCN(C(=O)c2cc(F)ccc2F)CC1	20%
COc1ccc(-c2ccnc(N[C@H]3CO[C@H]4[C@@H]3OC[C@H]4OC(=O)Nc3cccc(C(C)=O)c3)n2)cc1	21%
Cc1oc2c(c1C(=O)N1CC(C)(C)C(C)(O)C1)C(=O)CCC2 (stereo unspecified)	6%
NC(=O)c1ncn([C@@H]2O[C@H](C(=O)N[C@H](Cc3c[nH]c4ccccc34)C(=O)N3CCN(C(=O)C4CC4)CC3)[C@@H](O)[C@H]2O)n1	-3%
O=C(c1ccc(-c2ccn[nH]2)cc1)N1CCCC(CCc2c(F)cccc2F)C1 (stereo unspecified)	5%
CNC(=O)[C@H]1C[C@H](Oc2ccccc2)CN1C(=O)CCc1ccccc1	18%
Cc1ccc(-c2cc(C(=O)N3CCC(c4nc(CCOCC5CC5)no4)C3)[nH]n2)cc1 (stereo unspecified)	33%[activator]
CCOc1ccc(NC(=O)C2CC(=O)N(c3n[nH]c4cc(Br)ccc34)C2)cc1 (stereo unspecified)	-9%
Cc1nc(-c2cn(C3CCCN(C(=O)COc4ccc(F)cc4)C3)nn2)no1 (stereo unspecified)	28%
CCOc1ccc(S(=O)(=O)N2C[C@@H](F)C[C@H]2C(=O)N2CCc3ccccc3C2)cc1	1%
NS(=O)(=O)c1ccc(CCNC(=O)c2cc(-c3ccc[nH]3)n[nH]2)cc1	18%
COc1ccc2c(C)c(C(=O)N3CCC(c4nc(C(C)C)no4)CC3)oc2c1	39%[activator]
CN1CCN(c2ccc3nnc(C4CCC4)n3n2)CC1	54%[activator]
COc1ccc2nc(C[C@@H]3C[C@@H](C(C)C)[C@H](CNC(=O)C4CCCCC4)C=C3C)[nH]c2c1	22%[176 µM]
CN(CCC1CCOCC1)C(=O)c1cn(Cc2ccccc2F)nn1	-2%
c1ccc(-n2cc(CN3CCCCC3c3ccccn3)nn2)cc1 (stereo unspecified)	20µM*

Some of the entries above in a different format:
| Compound | 12-LOX inh |
| --- | --- |
| Cc1ccc(-c2cc(C(=O)N3CCC(c4nc(CCOCC5CC5)no4)C3)[nH]n2)cc1 (stereo unspecified) | 33%[activator] |
| COc1ccc2nc(C[C@@H]3C[C@@H](C(C)C)[C@H](CNC(=O)C4CCCCC4)C=C3C)[nH]c2c1 | 22%[176 µM] |
| Cc1nc(-c2cn(C3CCCN(C(=O)COc4ccc(F)cc4)C3)nn2)no1 (stereo unspecified) | 28% |
| CCOc1ccc(NC(=O)C2CC(=O)N(c3n[nH]c4cc(Br)ccc34)C2)cc1 (stereo unspecified) | -9% |

Carrying on:
SMILES	12-LOX inh
COc1ccc(OC)c(C2CCN(C(=O)c3cc4ccccc4[nH]c3=O)C2)c1 (stereo unspecified)	12%
Cc1nn2c(c1-c1ccnn1C(C)C)N(C(=O)c1ccc(Oc3ccccc3)cc1)CCC2	51%[activator]
O=C(CC1CCCN(c2cn[nH]c(=O)c2)C1)Nc1ccc(F)cc1F (stereo unspecified)	35%
O=C(CN1C(=O)NC2(CCOCC2)C1=O)Nc1ccccc1Cl	18%
CC(C)CC(NC(=O)OCc1ccccc1)C(=O)NCC(=O)NCC(=O)OCc1ccccc1 (stereo unspecified)	10%
CC(C)(Oc1nn(CC2CCOCC2)c2ccccc12)C(=O)NCc1ccncc1	18%[176 µM]
O=[N+]([O-])c1cccc(-c2noc([C@@H]3C[C@@H](O)CN3Cc3cccnc3)n2)c1	-5%[176 µM]
Cc1noc(C)c1S(=O)(=O)N1CCCc2nc(-c3ccc(Br)cc3)ccc21	-11%
O=C(c1ccc(Cl)cc1)N1CCn2c(nn(-c3ccc(F)cc3F)c2=O)C1	-5%[6.33 µM]
O=C(c1csc(Cc2ccccc2)n1)N1CCC2(CCNCC2)CC1	4%
O=C([C@@H]1C[C@H](Oc2ccccc2)CN1C(=O)c1cnccn1)N1CCOCC1	81%[activator]
Cc1ccc(C)c(NC(=O)CN2C(=O)NC(c3ccc(Cl)cc3)C3=C2COC3=O)c1 (stereo unspecified)	?

A portion of the library; the hit share may differ from the screen's.
